ADAM10 inh: ADAM10 inhibition, QFRET primary screen; recombinant ADAM10, EDANS/DABCYL FRET peptide cleavage, 3 h; O14672; inhibition, % at 7 µM; 0.62% of 370,000 active;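 active = inhibition above a per-campaign cutoff equal to the mean of compounds falling between control-based bounds plus 3 SD, cut at about 20% in these data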;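 also: 0% = DMSO wells while the 100% control is not disclosed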
DAX1 inh-1: blocks DAX1 repression of SF-1 activated StAR promoter; HEK293T StAR-luciferase reporter, SF-1/DAX-1 repression relief; inhibition, % at 6.8 µM; 1.1% of 370,000 active; AID 652010;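 active = inhibition above the mean over all tested compounds plus 3 SD, cut at about 3.6% in these data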;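 also: 0% = DAX-1 cells with DMSO and 100% = cells lacking DAX-1 with DMSO; higher inhibition means more luminescence from relief of DAX-1 repression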
FXN GAA850 act: frataxin GAA850 promoter activation | HEK293 lucGAA850 FXN promoter luciferase reporter, 24 h; percent of 10 µM SAHA response | activation, % at 6 µM | 0.56% of 360,000 active | AID 540364;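 active = activation above the average of all compounds screened plus 3 SD, cutoff fixed separately per campaign, cut at about 7.5% in these data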;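 also: 0% = DMSO wells and 100% = 10 µM SAHA wells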
hcDAF-12 act: activators of H. contortus DAF-12 nuclear receptor. HEK293 hcDAF-12 lit1-tk-luc reporter, luminescence; 0% DMSO, 100% Δ7-dafachronic acid. activation, % at 6.8 µM. 1.4% of 370,000 active;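 active = activation above the mean of all tested compounds plus 3 SD, cut at about 5.5% in these data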;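 also: 100% = response to 3 µM Δ7-dafachronic acid high control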
hgDAF-12 ag: hgDAF-12 agonism, primary luciferase screen. HEK293 GAL4-hgDAF12 UAS-luciferase reporter, agonist luminescence; normalized to butyrate control. activation, % at 6.8 µM. 1.8% of 370,000 active. AID 687014;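 active = activation above a cutoff set at the mean of all screened compounds plus 3 SD, cut at about 10% in these data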;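 also: 0% = DMSO wells and 100% = sodium butyrate wells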
ADAM17 inh: inhibits human ADAM17 | P78536 | recombinant ADAM17, EDANS/DABCYL FRET peptide cleavage | inhibition, % at 6.95 µM | 0.83% of 370,000 active | AID 720648;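 active = inhibition above the mean of compounds lying between control limits plus 3 SD, set per campaign, cut at about 8.5% in these data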;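 also: 0% = DMSO-only wells as the low control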
PLCg1 inh: blocks human PLC-gamma1 enzyme activity; P19174; purified PLC-gamma1, fluorogenic substrate, fluorescence; inhibition, % at 12.2 µM; 0.84% of 370,000 active; in the data active = inhibition above about 9.5%
HGIII-sPLA2 inh: Inhibits HGIII-sPLA2 liposome hydrolysis, primary screen. Q9NZ20. QFRET BODIPY PC-A2 liposome hydrolysis, fluorescence. inhibition, % at 12.2 µM. 0.56% of 370,000 active;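 active = inhibition above mean plus 3 SD of compounds lying within the high and low control bounds, cut at about 19% in these data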;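 also: 0% = median of test compound wells and 100% = no enzyme DMSO wells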
DAX1 inh-2: inhibitors of human orphan nuclear receptor DAX1 (NR0B1). P51843. HEK293 Gal4-DAX1 luciferase reporter, luminescence. inhibition, % at 6.75 µM. 0.99% of 340,000 active. AID 504766;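 active = inhibition above the mean over all tested compounds plus 3 SD, cut at about 4.2% in these data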;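 also: 0% = DAX1-transfected cells with DMSO and 100% = empty-vector control cells with DMSO; inhibition shows as a rise in luminescence from relieved DAX1 repression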
ssDAF-12 act: activators of S. stercoralis DAF-12 nuclear receptor; HEK293 ssDAF-12/GRIP1 lit1-tk-luc reporter, luminescence; % of 3 µM dafachronic acid response; activation, % at 6.8 µM; 1% of 370,000 active; AID 652126;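 active = activation above the mean over all tested compounds plus 3 SD, cut at about 0.9% in these data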;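 also: 0% = DMSO-only wells and 100% = 3 µM delta7-dafachronic acid wells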
PLCb3 inh: inhibitors of human phospholipase C beta3; Q01970; Purified PLC-beta3, fluorogenic substrate, fluorescence; 0.18% of 370,000 active; inhibition, % at 12.2 µM; AID 720704; in the data active = inhibition above about 11%;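 also: 0% = median of compound wells on plate and 100% = full blocker control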
* = called active by the depositor; nt = no result given.

SMILES	ADAM10 inh	DAX1 inh-1	FXN GAA850 act	hcDAF-12 act	hgDAF-12 ag	ADAM17 inh	PLCg1 inh	HGIII-sPLA2 inh	DAX1 inh-2	ssDAF-12 act	PLCb3 inh
CC1CCCN(C(=O)COC(=O)Cc2ccc(Cl)cc2)C1 (configuration not stated)	1	0.0	0.1	-1.9	0.5	2	2	0	2.8	-0.9	-4
CC[C@H](C)Cc1cn([C@@H](CCCN=C(N)N)C(=O)NCCCCCCCCCCC(=O)N2CCNCC2)nn1	1	0.2	1.1	-0.1	0.9	-3	3	-8	1.1	-1.2	2
O=C(COC(=O)CNC(=O)c1ccc(Cl)cc1Cl)NC1CCCCCCC1	2	2.4	1.7	0.2	1.9	-1	0	-2	-0.1	-0.5	-3
CCC(C(=O)NCCCN1CCOCC1)n1c2ccccc2c2nc(=O)cc(C)n21 (configuration not stated)	-12	1.2	1.9	0.4	1.0	-12	3	6	0.9	-0.9	5
CCS(=O)(=O)N1Cc2ccccc2CC1C(=O)OCC(=O)Nc1ccc(C)cc1 (configuration not stated)	7	-0.6	-0.5	0.1	-2.3	4	-2	-28	-0.7	-0.6	-3
CCOC(=O)N1CCN(C(=S)NC(=O)c2ccc(F)cc2)CC1	-4	-0.2	nt	-0.1	-1.5	-2	3	2	nt	-0.1	-1
Cc1nc2ncccn2c1-c1csc(Nc2cccc(C(=O)O)c2)n1	-19	0.4	0.4	0.6	-0.5	-9	-12	3	0.3	-1.1	-23
Clc1ccc(-c2cn3cc(Cl)ccc3n2)cc1	-28	2.9	0.3	20*	14*	-8	2	3	-0.4	3.2*	-7
CCC(=O)c1cc2c(cc1NC(=O)C(C)C)OCCO2	-34	-0.1	1.0	-1.1	1.6	-19	-143	16	0.7	-1.4	-179
COc1ccc(C(CNC(=O)c2cccnc2SC)N2CCOCC2)cc1 (configuration not stated)	4	0.1	-1.9	-0.2	-1.8	-3	-2	4	0.2	-1.3	-7
CC1=CCC(C(=O)N/N=C/c2cccs2)C(c2ccc(F)cc2)C1 (configuration not stated)	4	-0.4	0.1	-2.2	2.8	-4	-4	6	0.1	-0.8	3
CCOc1ccc(NC2=NC(C)(C)N=C(N)N2)cc1	5	0.4	1.4	2.8	-1.7	3	3	-1	-0.3	-1.6	0
COc1ccc(C(=O)NC(=O)CSc2nc3nc(C)cc(C)n3n2)cc1	-9	1.6	0.9	1.1	1.0	-1	-4	1	-0.1	-1.0	-10
O=C(O)c1cc(NN=Nc2ccc(Br)cc2)cc([N+](=O)[O-])c1	-3	1.1	2.2	0.2	6.6	-3	-1	13	0.1	-0.3	-7
O=c1cc(-c2ccc(Br)cc2)[nH][nH]1	9	-0.5	1.4	0.1	-2.4	-1	2	-14	-0.8	-1.6	-1
O=C(Nc1ccc(Br)cc1Cl)c1ccc2c(=O)n3c(nc2c1)CCC3	6	5.1*	7.9*	-0.3	10	5	-7	-10	1.4	-1.0	-8
CC(=O)Nc1ccc(S(=O)(=O)NC(=O)C23CC4CC(CC(C4)C2)C3)cc1	4	0.5	-0.1	-1.7	1.8	0	3	2	-0.1	-0.9	1
CCn1c(C(O)c2ccc3c(c2)OCO3)nc2ccccc21 (configuration not stated)	-9	-1.0	-2.2	-1.5	-2.5	-6	0	-1	-1.8	-1.0	-1
CC(=O)c1cccc(NC(=O)Cc2cccs2)c1	6	0.0	-1.4	-0.8	-0.3	0	1	-3	0.3	-0.9	1
CCCCNS(=O)(=O)CCNCc1ccco1	-5	-0.3	0.2	-2.2	-0.2	-3	2	0	0.1	-1.0	0
O=C(NCc1ccncc1)C1COc2ccccc2O1 (configuration not stated)	3	-1.0	1.2	0.7	0.0	-4	1	-7	2.5	-0.5	-1
COc1ccc(CC(=O)NNC(=O)c2ccc(SCc3cc(F)ccc3F)c([N+](=O)[O-])c2)cc1	-5	-1.1	0.3	1.1	-0.1	-2	-1	-16	1.4	-1.6	1
Cc1nn(C)c(NC(=O)c2ccc(Cl)cc2)c1Cl	9	-0.3	-1.6	-1.7	-1.2	-3	-4	6	-0.4	-1.0	-4
O=C(CCCc1ccccc1)Nc1ccnn1C1CCN(Cc2ccc(Cl)cc2)CC1	13	-0.6	-1.4	-2.3	-1.9	4	3	-25	-1.8	-0.7	-4
CCOc1cccc(Oc2ccc(C(F)(F)F)cn2)c1	3	0.2	4.2	-0.4	-1.9	4	2	-1	0.7	-1.3	4
Cc1cc(C(F)F)n2nc(C(=O)Nc3cccc(C(F)(F)F)c3)nc2n1	5	-0.1	-3.2	-1.3	-3.4	-3	3	-3	0.7	-1.4	1
COCCN(CC(=O)NCC1CCCO1)C(=O)CCC(=O)Nc1cc(C)ccn1 (configuration not stated)	-1	0.0	-0.7	-0.4	-2.3	4	6	7	0.2	-0.9	4
Cc1cc(C)n2nc(C(=O)Nc3cc(S(=O)(=O)N4CCCCC4)ccc3C)nc2n1	1	0.1	3.1	2.0	-1.1	-4	0	0	0.2	-1.9	0
CN(C)c1ccc(Cc2ccc(N(C)C)cc2)cc1	-1	-2.6	-0.7	0.2	-0.2	-1	-1	17	-0.3	-1.5	0
COc1ccc(C(O)C2c3c(cc4c(c3OC)OCO4)CCN2C)c(CO)c1OC (configuration not stated)	-45	-2.2	-3.2	-2.1	-1.4	-8	-24	-8	nt	-2.0	-33

Compound profiles, from the list above. Order of values: ADAM10 inh, DAX1 inh-1, FXN GAA850 act, hcDAF-12 act, hgDAF-12 ag, ADAM17 inh, PLCg1 inh, HGIII-sPLA2 inh, DAX1 inh-2, ssDAF-12 act, PLCb3 inh
COc1ccc(C(O)C2c3c(cc4c(c3OC)OCO4)CCN2C)c(CO)c1OC (configuration not stated) is entered as -45, -2.2, -3.2, -2.1, -1.4, -8, -24, -8, nt, -2.0, -33
Cc1cc(C)n2nc(C(=O)Nc3cc(S(=O)(=O)N4CCCCC4)ccc3C)nc2n1 is entered as 1, 0.1, 3.1, 2.0, -1.1, -4, 0, 0, 0.2, -1.9, 0
Cc1cc(C(F)F)n2nc(C(=O)Nc3cccc(C(F)(F)F)c3)nc2n1 is entered as 5, -0.1, -3.2, -1.3, -3.4, -3, 3, -3, 0.7, -1.4, 1

Next records
SMILES	ADAM10 inh	DAX1 inh-1	FXN GAA850 act	hcDAF-12 act	hgDAF-12 ag	ADAM17 inh	PLCg1 inh	HGIII-sPLA2 inh	DAX1 inh-2	ssDAF-12 act	PLCb3 inh
O=C(Cn1nc(-c2ccccc2)oc1=O)OCC(=O)c1ccccc1	-18	-0.6	-0.8	-0.8	2.1	-3	-1	15	2.6	-1.4	1
CNc1cc(C(F)(F)F)nc(-c2ccccn2)n1	-16	-0.7	-2.6	1.9	-0.6	-5	-4	6	0.1	-1.7	-9
C=CCN(CC(=O)Nc1c(C)cccc1CC)C(=O)SCCC	0	-0.7	2.4	-1.8	0.5	-5	0	1	-0.6	-1.5	1
CCOC(=O)N1CCN(CC(=O)Nc2ccc(Oc3ccccc3)cc2)CC1	1	-1.9	-1.8	-0.2	-0.5	-2	0	-7	-1.8	-1.0	2
CC(=O)NS(=O)(=O)c1ccccc1	2	0.3	4.8	-0.4	-0.6	-1	0	4	-1.4	-1.7	2
c1cc[n+](CCCC[n+]2ccccc2)cc1	7	-0.1	-0.1	-0.9	0.1	-3	3	5	0.5	-1.1	-2
CCOc1ccccc1OCc1nn2c(-c3ccc(C)cc3)nnc2s1	5	1.1	-1.9	-2.3	0.0	1	-2	-5	0.5	-1.2	-4
COc1ccc(OC(=O)NCCc2ccccc2)cc1	3	-0.1	4.2	1.8	13*	4	4	2	2.2	-0.4	1
COC(=O)Cc1c(O)ccn(Cc2ccc3c(c2)OCO3)c1=O	1	-0.5	0.9	0.0	-0.8	-1	-2	3	1.7	-0.6	1
CCNc1oc(COc2ccccc2F)nc1C#N	0	0.2	3.6	0.6	2.2	-4	0	7	0.6	-1.1	-3
COc1cc(SC)ccc1C(=O)Nc1ccc(C)cc1	-5	5.5*	3.6	14*	18*	2	0	3	7.1*	2.1*	-3
Cc1nn(C)c(Cl)c1S(=O)(=O)N[C@@H](c1ccccc1)[C@]1(C)C[C@H]1[C@@H](C)C(=O)Nc1ccc2ccccc2c1	15	-0.3	-3.6	-2.8	-2.2	8	3	-37	0.5	-1.0	0
CSCC[C@H](NC(=O)[C@@H]1Cc2ccccc2CN1)C(=O)NC1CCCC1	-6	0.0	1.1	-1.4	1.0	-3	0	2	-0.1	-1.4	-9
COc1ccc(-n2nc(C(=O)NCC(=O)NCCCN3CCN(C)CC3)c3ccccc3c2=O)cc1	0	-0.2	-1.1	-0.6	-1.9	-1	-36	0	-0.3	-0.8	-57
CCCOc1ccc(-c2c(C(=O)N/N=C/c3ccccc3)nnn2-c2nonc2N)cc1	10	-0.1	-0.5	-0.4	-0.9	5	6	-8	2.5	2.4*	0
CN(Cc1ccc(OC(F)F)cc1)C(=O)c1cccc(S(=O)(=O)N2CCN(c3ccccc3)CC2)c1	5	-6.8	-6.1	-5.5	-7.7	7	1	-14	-3.1	-2.2	-6
C/C(=N\NC(=O)c1ccc(Cl)cc1)c1ccc2[nH]ccc2c1	6	-0.1	1.9	-1.6	5.9	-2	-12	0	-0.2	-0.1	-21
CCCCn1c(C23CC4CC(CC(C4)C2)C3)n[nH]c1=S	-4	-0.4	1.1	-3.1	-2.6	1	4	25*	-0.1	-0.6	-8
COCCn1nnnc1C(C(C)C)N1CCCC(C)C1 (configuration not stated)	2	0.9	-0.2	-1.4	-2.1	-1	0	-3	-1.2	-1.1	1
Brc1ccccc1-c1nnc(COc2ncnc3ccccc23)o1	-5	0.4	1.7	-0.6	6.7	-3	-3	-5	0.4	-1.3	-8
O=c1c2c(nc3cc(-c4ccccc4Cl)[nH]n13)CCS2	-40	5.6*	4.6	4.9	16*	-11	-98	3	1.5	1.5*	-127
O=C(CC1C(=O)NCCN1Cc1ccccc1)NC1CCCCC1 (configuration not stated)	-10	0.6	-0.7	0.1	-2.2	-5	-8	-7	-1.2	-1.8	-8
CC(=O)/C(N)=N/Nc1cccc(Cl)c1	-1	0.1	0.3	-2.1	0.8	1	0	9	1.2	-1.5	-2
CC1(CCc2ccccc2)NC(=O)N(CC(=O)Nc2ccc3c(c2)OCCO3)C1=O (configuration not stated)	2	-1.2	-1.6	-1.5	-1.8	1	-1	-7	2.2	-1.4	-2
COc1ccc(OC)c(NC(=O)Nc2nc(C(N)c3ccccc3Cl)cs2)c1 (configuration not stated)	0	0.3	-0.5	-2.6	0.5	4	4	7	nt	-1.9	7
O=C(NCC(c1ccc(F)cc1)N1CCOCC1)c1cc(F)c(F)c(F)c1F (configuration not stated)	-8	-0.4	1.4	-1.0	-1.5	-2	0	-3	-1.2	-1.9	0
CCCCn1c(N)c(N(Cc2ccccc2OC)C(=O)c2ccc(N3CCCC3=O)cc2)c(=O)[nH]c1=O	-19	0.1	-0.8	0.7	-1.8	-6	8	13	-0.4	-0.2	-1
NC(=O)COc1ccc(Nc2nnc(-c3ccc(O)cc3)c3ccccc23)cc1	5	0.0	-0.7	-0.1	-1.1	2	-8	-1	1.7	-1.5	-23
CC1C(c2ccccc2)N(C)CCC12NC(=O)NC2=O (configuration not stated)	2	-0.2	-0.6	-1.5	1.8	-3	1	1	-0.3	-1.5	1

No enrichment for hits; 6.9% or so of the library scored in one or more.
